From PubChem BioAssay
HT1080 IDH1KD tx: toxicity to HT-1080 IDH1 knockdown cells (counter line); HT-1080 IDH1 knockdown viability, ATP luminescence, 48 h; Potency, µM (doses to about 46.1 µM), for inactives: at the top dose activity, negative = toxicity, actives largely listed as cytotoxic; 360,000 tested, 2% active; AID 686971;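 note: 0% = DMSO wells and -100% = cell-free medium wells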
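Using the IDH1-knockdown HT-1080 line run in the same batch and compound series as the NT line, viability after 48 h at 37 °C was determined by CellTiter-Glo luminescence and expressed as % activity.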
GLP-1R agonist: GLP-1 receptor (human) agonism; AID 624172; 380,000 tested, 0.007% active; Potency, µM (series often up to 45.6 µM), for the others: at the highest dose activation, actives largely listed as activators; P43220; HEK293 GLP-1R CRE-luciferase, luminescence, 4-6 h; cells express a hypersensitive GLP-1R form; note: % of control where 0% means no effect
Target sequence (P43220 whole entry, looked up): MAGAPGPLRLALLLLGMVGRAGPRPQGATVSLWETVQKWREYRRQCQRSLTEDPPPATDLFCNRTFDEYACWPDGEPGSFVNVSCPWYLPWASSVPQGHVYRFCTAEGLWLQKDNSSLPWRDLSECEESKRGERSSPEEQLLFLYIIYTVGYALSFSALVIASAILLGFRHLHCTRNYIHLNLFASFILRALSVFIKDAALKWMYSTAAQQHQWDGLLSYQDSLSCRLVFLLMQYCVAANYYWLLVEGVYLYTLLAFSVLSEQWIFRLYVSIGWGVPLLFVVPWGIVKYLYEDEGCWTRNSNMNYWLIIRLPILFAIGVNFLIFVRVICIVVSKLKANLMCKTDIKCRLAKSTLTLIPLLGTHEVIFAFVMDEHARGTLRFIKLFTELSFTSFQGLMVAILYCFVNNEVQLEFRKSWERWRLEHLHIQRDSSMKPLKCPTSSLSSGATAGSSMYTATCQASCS
HT1080NT lethal: kills 2HG-producing HT-1080-NT fibrosarcoma cells; HT-1080-NT fibrosarcoma viability, CellTiter-Glo ATP luminescence, 48 h; Potency, µM (titrated, usually from 46.1 µM), for the others: at the highest dose activity, negative = less viability, most hits filed as cytotoxic; AID 686970; 360,000 tested, 1.6% active;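 note: NT is the 2HG producing partner of a matched IDH1 knockdown line; 0% = DMSO-treated cells and -100% = media-only wells without cells; nearly all actives have a fitted effect of over 55% in size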
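A 48-hour cytotoxicity screen used HT-1080-NT cells plated 2 hours before compound delivery. ATP-based CellTiter-Glo luminescence measured viability, normalized to DMSO and no-cell controls.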
SW480 rereplic: induces DNA re-replication in SW480 colon adenocarcinoma cells; Potency, µM (titrated, usually from 46.1 µM), inactives show at the highest dose re-replication activation, hits mostly activators; AID 624297; SW480 DNA re-replication, Hoechst DNA content imaging, 48 h; 340,000 tested, 1.8% active; note: % of control where 0% means no effect; nearly all actives have a fitted effect of over 55% in size
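First, 250 cells per well were seeded. Next, compound or vehicle (23 nL) was pinned in, plates sat 48 hr at 37 C. Finally Hoechst was added for 40 min before fluorescence scanning.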
KB-3-1 cytotox: KB-3-1 parental cell cytotoxicity. KB-3-1 viability, CellTiter-Glo ATP luminescence, 72 h. Potency, µM (top dose mostly 46.1 µM), without a hit: at the top dose activity change, negative = cytotoxic, hits mostly cytotoxic. 400,000 tested, 1.4% active; note: % is set by controls: 0 for no effect and ±100 for the full control effect; nearly all actives have a fitted effect of over 60% in size
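Luminescent ATP read-out (CellTiter-Glo) measures survival of drug-naive KB-3-1 cells after 72 h compound exposure at 37 °C. Titration series was screened from lowest to highest concentration, with DMSO vehicle plates as background controls.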
GLP-1R inv ag: GLP-1 receptor (human) inverse agonism; 410,000 tested, 1.6% active; AID 624417; HEK293 GLP-1R CRE-luciferase, luminescence, 24 h; GLP-1R form is constitutively active; P43220; Potency, µM (top dose mostly 38.3 µM), inactives show at the top dose activity change, negative = inhibition, hits mostly inhibitors; note: % is set by controls: 0 for no effect and ±100 for the full control effect; nearly all actives have a fitted effect of over 55% in size
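Assay principle: reduced luminescence from a cAMP-responsive reporter in HEK293 cells co-expressing a constitutively active GLP-1R. Conditions: 24 hr compound incubation, 37 deg C, 5% CO2.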
KB-V1 MDR tox: kills drug-selected multidrug resistant KB-V1 cells | KB-V1 MDR cells viability, CellTiter-Glo, 72 h | Potency, µM (top dose mostly 46.1 µM), without a hit: at the highest dose activity change, negative = cytotoxicity, usual class: cytotoxic | 400,000 tested, 3.4% active | AID 1347076; note: % is set by controls: 0 for no effect and ±100 for the full control effect; nearly all actives have a fitted effect of over 60% in size
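qHTS viability screen in drug-selected KB-V1 MDR cells: 72 h compound treatment at 37 degrees C, ATP luminescence end point.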
GLP1R cytotox: cytotoxicity counter-screen for GLP-1 receptor inverse agonists | HEK293 cAMP-luciferase reporter cells, luminescence, 24 h | Potency, µM (titrated, usually from 38.3 µM), without a hit: at the highest dose activity change, negative = inhibition, most hits filed as inhibitors | 410,000 tested, 0.13% active | AID 624418;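 note: loss of luciferase light is scored as toxicity; % is set by controls: 0 for no effect and ±100 for the full control effect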
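Quantitative HTS format, 1536 wells, 200 cells/uL seeded. Compounds: 23 nL, 24 h, 37 °C. Detection: luciferase reagent, luminescence at 12 min RT; decreased signal taken as cytotoxic.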
TDP-43 yeast inh: inhibitors of TDP-43 toxicity in yeast; TDP-43 expressing yeast growth rescue, BacTiter-Glo, 24 h; Potency, µM (doses to about 46.1 µM), inactives show top-dose growth rescue (activation), actives largely listed as activators; 410,000 tested, 1.8% active; note: % of control where 0% means no effect; nearly all actives have a fitted effect of over 50% in size
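Readout is BacTiter-Glo luminescence of cell growth, so inhibitors register as activators. TDP-43-expressing yeast at OD600=0.02 in galactose medium, after raffinose pregrowth to mid-log, were incubated with compound for 24 hr at 30 deg C.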
Starred values were filed as active, the others as inactive; ? = inconclusive; / = no result given; [ ] = remark or other dose. Calls come from the whole dose curve; as a rule, active = well fitted curve in the direction sought with a large enough effect; inconclusive = small, poorly fitted or top-dose-only effect, or another doubt; inactive = no such curve, though single readings can be large; an effect the other way counts as inactive or inconclusive. Potency is the fitted concentration of half-maximal effect. This is a random part of the collection; overall some 9.4% were active at least once.

Below each compound – GLP-1R inv ag, KB-3-1 cytotox, GLP-1R agonist, HT1080 IDH1KD tx, SW480 rereplic, GLP1R cytotox, KB-V1 MDR tox, TDP-43 yeast inh, HT1080NT lethal
CC(=O)N1CCc2ccc(NC(=O)c3c(-c4c(Cl)cccc4Cl)noc3C)cc21
    1.7%, -3.2%, -0.6%, -7.5%, -6.1%, 11.8%, ?, -3.2%, -6.0%
CCC(=O)c1ccc(OCC(=O)Nc2cc(S(=O)(=O)N3CCCCC3)ccc2N2CCN(CC)CC2)cc1
    ?, 0.0%, 0.8%, ?, ?, ?, 0.0%, -12.8%, -27.2%
CCOC(=O)c1sc(NC(=O)CCc2ccc(OC)cc2)nc1C
    1.7%, -2.1%, 2.1%, 3.5%, -11.0%, -1.8%, -2.7%, -16.2%, -1.5%
CN(Cc1ccccc1)S(=O)(=O)c1ccccc1Br
    -25.3%, 0.0%, 15.7%, -2.0%, 33.5%, -2.5%, -0.1%, ?, 1.6%
COc1cc(C(=O)N2CCCN(C)CC2)cc(OC)c1C
    -0.4%, -4.4%, 9.2%, 17.3%, -10.3%, -1.7%, -3.2%, 9.4%, 22.3%
N#CCc1nc(-c2cc3ccccc3oc2=O)cs1
    67.0%[activator], -1.4%, 27.1%, -0.3%, -2.7%, -5.5%, 1.5%, -11.5%[0.397 µM], 19.4%
CCc1cccc(C)c1NC(=O)c1ccc2c(c1)CCN2S(=O)(=O)CC
    2.6%, 1.6%, /, /, /, -5.5%, 0.4%, 2.5%, /
Cc1cc(=O)n2nc(N3CCC(C(=O)NCc4ccco4)CC3)sc2n1
    15.5%, 11.6%, 0.7%, -1.9%, 1.8%, 4.4%, -2.9%, -10.7%, -1.8%
CCc1ccc(Nc2ncnc3c2cnn3-c2cc(Cl)ccc2C)cc1
    -1.3%, -1.6%, /, /, /, -14.9%, ?, 16.3%, /
Cc1cccc(OC(C)c2ccnc3nc(/N=C/N(C)C)nn23)c1 (centres undefined)
    -7.1%, -12.0%, 11.4%, 0.7%, -1.0%, 6.2%, ?, -22.5%, -0.1%
CN(C)S(=O)(=O)c1ccc(C(=O)Nc2ccn(C)n2)cc1
    1.6%, 7.4%, 10.0%, 14.0%, 4.9%, -13.3%, -3.5%, -20.6%, 16.7%
COc1cccc(CN(C)C(=O)c2cc(COc3ccc4ncccc4c3)on2)c1
    -33.1%, 4.11µM*, 17.9%, -20.2%, -5.9%, -20.0%, 4.11µM*, ?, ?
COc1ccccc1C(=O)C1CCCN(C(=O)c2ccccc2C(C)=O)C1 (centres undefined)
    -13.7%, 2.2%, 2.3%, 16.4%, -13.8%, -13.0%, -15.2%, 7.2%, 24.8%
CN1C(=O)C(O)(CC(=O)c2cccc(-n3cccc3)c2)c2ccccc21 (centres undefined)
    0.0%, 0.4%, -5.0%, -0.2%, -0.3%, 10.7%, 0.7%, -15.4%, 4.0%
CN(Cc1ccccc1)C(=O)[C@@H]1CCCN1C(=O)[C@@H]1CCCN1C(=O)OC(C)(C)C
    13.2%, 16.9%, 6.5%, 6.7%, /, -7.4%, -15.0%, 13.6%, 14.2%
COc1ccc(/C=N/Nc2ccccc2)cc1Cn1nc(C)c([N+](=O)[O-])c1C
    3.98µM*, -0.3%, -1.9%, ?, 1.5%, -27.6%, -5.2%, 7.3%, ?
CC(C)(C)C(=O)/C=C/c1ccc(Oc2ccccc2)cc1
    ?, 0.0%, -5.1%, -0.1%, 1.3%, -11.2%, 6.3%, 10.9%, 1.2%
CCOc1ccc(-c2nc3c(s2)CCc2onc(-c4ccc(OC)cc4)c2-3)cc1
    10.5%, 0.0%, -0.7%, 0.0%, -18.7%, 1.3%, 0.0%, 9.5%, 12.0%
CC(=O)Nc1ccc(NC(=O)CSc2nnc(CNc3ccc(F)cc3)n2CC2CCCO2)cc1 (centres undefined)
    5.2%, -0.8%, 6.8%, 1.2%, -7.3%, 0.2%, -4.3%, 2.8%, 2.1%
COc1ccc(-n2c(=O)c3c4c(sc3n3c(=S)[nH]nc23)COC(C(C)C)C4)cc1 (centres undefined)
    -10.9%, 0.0%, 4.5%, -16.5%, ?, 13.1%, -1.7%, 0.0%, -2.7%
Cc1ccc(-c2ccccc2[C@@H]2C[C@H]3CN(C)C(=O)[C@]34CCCN24)o1
    -9.2%, 2.7%, 6.3%, -5.3%, 3.8%, 11.9%, -6.0%, 11.2%, 3.5%
O=C(CNC(=O)c1ccccc1F)OCCCOC(=O)CNC(=O)c1ccccc1F
    8.4%, -8.5%, 8.7%, 3.9%, -3.4%, 9.2%, -0.3%, -6.6%, 6.2%
O=C(CCN1C(=O)S/C(=C\c2ccccc2)C1=O)N1CCCCC1
    ?, -14.3%, 16.4%, -0.9%, 2.7%, -8.6%, 2.3%, 11.5%, -0.3%
O=C(CNc1ccc(F)cc1F)NC(=O)NCc1ccco1
    -4.6%, -3.6%, 9.3%, 7.1%, -7.5%, -2.7%, -3.3%, -13.5%, -12.4%
CCCNC(=O)c1csc(Nc2cccc3ccccc23)n1
    ?, 0.6%, 11.5%, 5.4%, -2.2%, -5.5%, -2.9%, 31.6µM*, -4.8%
CC(C)(C)OC(=O)N1CCC[C@H]1c1nnc(SCc2c(Cl)cccc2Cl)o1
    ?, ?, 2.6%, 9.5%[9.24 µM], -5.6%, 1.5%, ?, 1.0%, -8.1%
CCOC(=O)C1(Cc2ccccc2)CCN(Cc2ccc(COC)o2)CC1
    ?, -3.0%, 12.9%, 7.4%, -2.9%, 3.8%, -2.3%, -15.3%, 0.0%
O=C(CCc1c[nH]c2ccccc12)NCCOc1ccccc1
    ?, ?, 20.1%, 11.5%, -6.8%, -0.4%, 18.4%, 1.3%, -11.8%
OC(c1ccc(F)c(F)c1)c1nc(-c2ccoc2)cs1 (centres undefined)
    -2.6%, 0.0%, -4.6%, -8.7%, /, -8.2%, 1.4%, 4.1%, -2.0%
Cc1ccc(C(=O)Nn2cnnc2)cc1
    5.6%, -1.9%, -1.9%, 10.9%, -12.8%, 0.0%, 0.2%, 12.6%, 23.5%
O=c1[nH]cnc2c1cnn2Cc1ccccc1
    4.7%, -12.0%, -5.7%, 2.5%, 1.8%, -12.7%, 16.8%, 6.3%, -2.5%
Cc1ccc2c(Cl)c(C(=O)NCC3CCCO3)sc2c1 (centres undefined)
    0.0%, 0.0%, 3.0%, -17.6%, ?, 19.9%, -2.7%, 19.4%, -28.8%
COc1cccc(NC(=O)CN(C)C(=O)[C@@H]2CCCN2C(=O)c2cccs2)c1
    -25.1%, 4.1%, -3.7%, ?, -6.2%, -14.3%, 7.6%, 6.7%, -12.3%
O=C(N[C@H]1C/C=C\C[C@H](CC(=O)N(CCO)Cc2ccccc2)C(=O)N[C@H](Cc2c[nH]c3ccccc23)COC1=O)OCC1c2ccccc2-c2ccccc21
    ?, -1.4%, 5.6%, -0.1%, -3.5%, -19.7%, 23.9%, 6.0%, 3.6%
CC(C)NC(=O)c1cc(C2CCCCN2S(=O)(=O)c2ccc(F)cc2F)on1 (centres undefined)
    13.1%, 0.0%, -3.3%, 1.5%, /, 0.7%, 2.6%, 0.0%, 16.5%
CCCN(CCC)C(=O)c1cc(-c2ccc3c(c2)OCO3)nc2ccccc12
    ?, -20.7%, 20.6%, -28.9%, ?, 74.2%[activator], 18.4µM*, 16.2%, -13.2%
COC(=O)c1scc(S(=O)(=O)C(C)(C)C)c1N
    4.9%, 23.3%, 0.1%, 8.8%, -13.2%, -0.1%, ?, -3.6%, -1.3%
CN(C(=O)c1ccccc1C(=O)OCC(=O)c1ccc(F)cc1)c1ccccc1
    ?, -4.8%, -6.2%, -6.0%, -8.3%, 2.9%, -2.8%, -4.8%, -1.8%
CCc1ccc(NC(=O)[C@H](NC(=O)[C@@H]2Cc3ccccc3CN2)c2ccccc2)cc1
    ?, -12.1%, 2.6%, -21.3%, ?, ?, ?, -15.0%, ?
O=[N+]([O-])c1cccnc1C1OCCO1
    -11.5%, 5.9%, -1.5%, 14.9%, /, 1.4%, 7.9%, ?, 7.5%
CC(C)(C)c1ccc(C(=O)C2CCCN(C(=O)CCn3cncn3)C2)cc1 (centres undefined)
    -25.7%, ?, 16.4%, -11.9%, ?, -10.6%, ?, 12.8%, 0.0%
O=S(=O)(Nc1cc(F)ccc1F)c1ccc2[nH]c3c(c2c1)CCCCC3
    ?, 0.0%, /, /, /, -0.6%, 4.5%, 12.7%, /
COc1ccc(C(=O)NCCN2CCC(n3c(=O)[nH]c4ccccc43)CC2)cc1F
    -10.5%, ?, -4.0%, 0.0%, /, -0.1%, -3.3%, 2.3%, -7.7%

Complete entries as entered above. Values in the order: GLP-1R inv ag | KB-3-1 cytotox | GLP-1R agonist | HT1080 IDH1KD tx | SW480 rereplic | GLP1R cytotox | KB-V1 MDR tox | TDP-43 yeast inh | HT1080NT lethal
Entry for `O=S(=O)(Nc1cc(F)ccc1F)c1ccc2[nH]c3c(c2c1)CCCCC3` = ? | 0.0% | / | / | / | -0.6% | 4.5% | 12.7% | /
Entry for `CC(C)(C)C(=O)/C=C/c1ccc(Oc2ccccc2)cc1` = ? | 0.0% | -5.1% | -0.1% | 1.3% | -11.2% | 6.3% | 10.9% | 1.2%
Entry for `CCc1ccc(Nc2ncnc3c2cnn3-c2cc(Cl)ccc2C)cc1` = -1.3% | -1.6% | / | / | / | -14.9% | ? | 16.3% | /
Entry for `O=C(CCN1C(=O)S/C(=C\c2ccccc2)C1=O)N1CCCCC1` = ? | -14.3% | 16.4% | -0.9% | 2.7% | -8.6% | 2.3% | 11.5% | -0.3%
